WT yeast gro inh: growth inhibition of WT strain, primary screen, mitochondrial fusion inhibitor project, WT and mutant strains, chemical genetic. mitochondrial fusion phenotypic screen. inhibition, % at 10 µM. hit rate 2.1% among 190,000; in the data active = inhibition above about 58%; tested in S. cerevisiae
NTR1 ag: agonists of NTR1, primary screen, imaging, U2OS cells, beta-arrestin-GFP, high content (AID 493036); Neurotensin receptor type 1 (Homo sapiens), P30989; NTR1-U2OS beta-arrestin-GFP spot imaging, agonist mode; activation, % at 20 µM; hit rate 0.17% among 330,000;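 active = activation at or above 40% of the spot to cytoplasm intensity ratio, with at least 20 cells analyzed; inconclusive = wells under 20 cells, flagged as cytotoxic or low count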;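 note: 0% = DMSO without peptide and 100% = 100 nM NTR1 peptide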
Target sequence (P30989 whole entry, looked up): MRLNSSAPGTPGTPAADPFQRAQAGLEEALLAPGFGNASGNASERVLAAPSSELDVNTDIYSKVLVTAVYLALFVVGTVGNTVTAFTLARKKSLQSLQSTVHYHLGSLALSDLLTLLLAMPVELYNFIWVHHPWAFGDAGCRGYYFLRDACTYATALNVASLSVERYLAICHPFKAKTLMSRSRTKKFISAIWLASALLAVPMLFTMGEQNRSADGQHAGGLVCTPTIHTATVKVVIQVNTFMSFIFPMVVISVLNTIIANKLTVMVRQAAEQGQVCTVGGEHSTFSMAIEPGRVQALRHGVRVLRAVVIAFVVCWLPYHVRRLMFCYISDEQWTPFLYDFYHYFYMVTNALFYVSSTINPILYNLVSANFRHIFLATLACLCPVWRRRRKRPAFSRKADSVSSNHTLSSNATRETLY
K1F lysis inhibition: inhibition of K1F phage lysis, E. coli UTI89, bacterial capsule biogenesis inhibitors, alamar blue (AID 488966); inhibition, % at 100 µM, or IC50 in µM where a hit was titrated; E. coli UTI89 K1F phage lysis, alamar blue, 2 h; higher % means a stronger effect; hit rate 0.02% among 340,000;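 active = phage lysis inhibition, versus mean bacterial control, above a set limit; inconclusive = no clear call, values can overlap the other calls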;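 note: capsule biogenesis inhibitors block K1F phage lysis so surviving cells raise fluorescence; higher fluorescence means more inhibition of phage lysis; actives were called in the ten point dose series up to 300 µM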
LYP inhibition: inhibitors of LYP phosphatase, biochemical, fluorescence intensity, uHTS (AID 1779); hit rate 0.054% among 290,000; recombinant LYP phosphatase, fluorescence intensity; higher % means a stronger effect; one-dose inhibition, % at 11.5 µM; IC50 in µM for titrated hits; in the data active = inhibition above about 50%;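 note: plate controls were vehicle with enzyme for no effect and no enzyme for full effect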
RSV antiviral HEp-2: RSV antiviral activity via CPE protection, HEp-2 cells, primary 10 µM value included (AID 2391) | hit rate 0.13% among 310,000 | CPE inhibition, % at 10 µM; hits with a dose series show IC50 in µM | HEp-2 cells, RSV-induced CPE inhibition; higher % means a stronger effect; in the data active = a potency from the dose series; inconclusive = CPE inhibition mostly from about 23% at the one dose, without a potency; inactive = the rest, 99 in 100 with CPE inhibition below about 21%; note: strong numbers were not always called active
AID2073: inhibitors of Mint1-CaV2.2 protein interaction, biochemical, HTRF (AID 2073); Voltage-dependent N-type calcium channel subunit alpha-1B (Homo sapiens); hit rate 0.19% among 290,000; inhibition, % at 20 µM, or IC50 in µM where a hit was titrated; HTRF protein-protein interaction, Mint1-CaV2.2; higher % means a stronger effect; in the data active = inhibition mostly above about 51%, no sharp cut-off; inconclusive = no clear call, values can overlap the other calls; inactive = mostly below about 53%; note: some results filed as inactive read as strong as hits
Autophagy HCS: autophagy modulators in MEF cells, primary screen, imaging, high-content, MEF GFP-LC3. hit rate 0.98% among 190,000. AID 463193, 2010. calls only at 10 µM (by protocol). MEF GFP-LC3 puncta imaging; test concentration mostly 10 µM;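 active = percentage of spot-positive cells more than 3 SD above its plate mean, without a fluorescence outlier flag or 80% toxicity; inconclusive = no clear call, values can overlap the other calls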;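 note: spot-positive cell cutoff set from DMSO-treated cells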
GPR35 arrestin U2OS: GPR35 antagonists blocking zaprinast-driven arrestin recruitment, primary screen, imaging, U2OS, beta-arrestin-GFP, zaprinast agonist (AID 2058); hit rate 0.052% among 290,000; inhibition, % at 10 µM; hits with a dose series show IC50 in µM; U2OS GPR35 beta-arrestin-GFP translocation imaging, zaprinast antagonism; higher % means a stronger effect; G-protein coupled receptor 35 (Homo sapiens);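 active = inhibition of at least 50% with at least 30 cells and total cytoplasm GFP at most 10,000,000; inconclusive = under 30 cells or total GFP of 10,000,000 plus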
NS5 inhibitors: Dengue-2 NS5 methyltransferase inhibitors, primary screen, biochemical, confirmation dose response (AID 588689); Genome polyprotein (Dengue virus type 2 (strain 16681-PDK53)); Dengue-2 NS5 methyltransferase capping enzyme assay, biochemical; higher % means a stronger effect; inhibition, % at 25 µM; hits with a dose series show IC50 in µM; hit rate 0.3% among 340,000; in the data active = a potency from the dose series; inconclusive = inhibition above about 29% without an active follow-up result
WT yeast gro inh mutant strain: also measured in WT yeast gro inh; calls as there; inhibition, %; mitochondrial fusion phenotypic screen, mutant strain inhibition
Autophagy HCS cell loss 18 h: further read-out of Autophagy HCS, marked with its call; toxicity, %; measured here: cell loss, nuclei count;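 cell loss after 18 h compound exposure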
NTR1 ag cell count 20 µM: second read-out of NTR1 ag, no call of its own (marks repeat the call); cell count; measured here: cell count, cytotoxicity flag
NS5 inhibitors pilot replicate: recorded beside NS5 inhibitors, whose call it bears; inhibition, %; measured here: pilot screen replicate inhibition
An asterisk follows results filed as active; i = inactive; ? = inconclusive; · = not tested or not shown; & = joins results of further samples; [ ] = dose if it differs, or a comment. Compounds as they come; overall some 2.6% were active at least once.

SMILES | WT yeast gro inh | WT yeast gro inh mutant strain | NTR1 ag | NTR1 ag cell count 20 µM | K1F lysis inhibition | LYP inhibition | RSV antiviral HEp-2 | AID2073 | Autophagy HCS | Autophagy HCS cell loss 18 h | GPR35 arrestin U2OS | NS5 inhibitors | others
CCOc1ccc(S(=O)(=O)/N=C(/Nc2ccc(OC)cc2)c2ccccc2)cc1 | · | · | 0.3 | 65 | 1.1%[50 µM] | -0.6% | 1.9% | 11.3% | · | · | 11.9% | -1.3%
Cc1nc2ccc(NC(=O)c3cc(Cl)ccn3)cc2s1 | · | · | -0.2 | 36 | -0.2% | -11.3% | 9.7% | -20.1% | · | · | -6.3% | 23.6%
O=C(NOC(=O)c1ccccc1F)c1ccc(OC(F)F)cc1 | -5.5 | 10.9 | 0.9 | 89 | 0.2% | -3.6% | 0.4% | 9.3% | i | 3.8 | -7.9% | -2.7%
CN1OC(COC(=O)c2ccccc2)CC1c1ccccc1 (stereo not given) | -1.0 | 9.1 | 2.4 | 70 | 4.9% | -2.9% | 0.6% | -6.0% | i | -30.1 | 2.8% | -6.4%
Cc1ccc2c(c1)N(C(=O)CCC(=O)NC1CCN(Cc3ccccc3)CC1)CC(C)O2 (stereo not given) | · | · | -0.3 | 98 | 3.4% | -11.7% | 0.1% | 8.7% | · | · | -9.7% | -0.7%
O=C(/C=C/c1cccc(Cl)c1)c1nc2ccccc2[nH]1 | 7.6 | 5.4 | 42.4* | 74* | -0.5% | -2.0% | -2.3% | 3.1% | i | -15.5 | 16.0% | -29.7%
Cc1cc(C)n(-c2ccc(C(=O)Nc3cccc([N+](=O)[O-])c3)cc2)n1 | -6.9 | -3.2 | 1.4 | 87 | 0.8% | 0.6% | 8.8% | -0.2% | i | 4.7 | 11.2% | 1.5%
CCOc1ccccc1NC(=O)Nc1cccc(C(C)=O)c1 | 34.2 | 24.7 | -1.3 | 70 | 0.3% | 2.1% | 3.6% | -5.0% | i | -7.0 | -3.8% | -8.1% | NS5 inhibitors pilot replicate=0.9
O=C1CCC(=O)N1c1ccc(NCCc2cccc(F)c2)c([N+](=O)[O-])c1 | 14.2 | 6.4 | -0.2 | 67 | 0.3% | 3.0% | -0.2% | 4.8% | i | -18.3 | 11.8% | -11.8%
COc1ccc(/C=C/C(=O)NCC(=O)N/N=C(/C)c2ccc(Cl)cc2)cc1 | · | · | 0.4 | 50 | -0.5% | -6.0% | 2.0% | 10.6% | · | · | -4.4% | -5.4%
COC(=O)c1cccc(NC(=O)c2ccc3c(c2)C(=O)N(C(C)(C)C)C3=O)c1 | · | · | 1.6 | 63 | 0.2% | -7.1% | 10.0% | 12.0% | · | · | 8.3% | -1.6%
Cc1ccc2oc(=O)c3cc(C(=O)NCCN4CCc5ccccc5C4)sc3c2c1 | 55.7 | 29.9 | 2.0 | 46 | -4.8% | -3.9% | -0.8% | -2.7% | i | -1.2 | 6.0% | -1.4%
Nc1cccc(-c2nnc3n2CCCCC3)c1 | -12.1 | -14.5 | 0.9 | 56 | 0.2% | -6.4% | 2.2% | 6.0% | i | 0.5 | -5.9% | 2.3%
Cc1ccc(OCC(=O)N2N=C(c3ccc(Cl)cc3)CC2c2ccco2)c([N+](=O)[O-])n1 (stereo not given) | 12.6 | 19.7 | 0.6 | 33 | -1.2% | 7.7% | 18.4% | 22.9% | i | -4.4 | -11.4% | -5.2%
Cc1cccc(OCC(=O)NC(Cc2c[nH]c3ccccc23)C(=O)O)c1C (stereo not given) | -1.7 | 4.3 | 0.5 | 41 | -1.9% | -8.0% | -0.5% | 25.7% | i | -16.9 | 3.3% | 5.2%
O=c1onc(-c2ccc(Cl)cc2)n1Cc1ccc(F)cc1 | -18.5 | -21.1 | 0.5 | 34 | 0.6%[50 µM] | -3.1% | -0.9% | 1.5% | i | -1.2 | -4.3% | 2.6%
CCOc1ccc(S(=O)(=O)Nc2ccn(C)n2)cc1 | · | · | -1.9 | 59 | 0.5%[50 µM] | · | 1.4% | · | · | · | · | -14.8%
COc1ccccc1OCCNC(=O)C1CC(=O)N(Cc2ccccc2)C1 (stereo not given) | · | · | 1.1 | 92 | 0.0%[50 µM] | · | 0.3% | · | · | · | · | -4.4%
c1ccc(-c2nc3ccccc3s2)nc1 | · | · | -3.1&-0.9 | 83&52 | 0.3%&1.6% | -8.7%&0.1% | 3.3%&2.9% | 3.3%&9.7% | i | -11.3 | 5.6%&1.9% | -8.1%&-3.1%
CCOC(=O)c1ccc(S(=O)(=O)NCCN2CCOCC2)cc1 | 5.2 | -7.2 | -0.3 | 43 | 0.0% | -6.7% | 1.8% | 17.8% | i | 18.4 | -6.2% | -8.5%
COc1cccc(-c2nn(-c3ccccc3)cc2C(=O)Nc2nccs2)c1 | 24.9 | 23.2 | 1.7 | 66 | -0.2% | 4.4% | 14.8% | 5.1% | i | -15.8 | 7.7% | -7.2%
CC(=O)Nc1ccc(S(=O)(=O)Nc2c(C)nn(-c3ccccc3)c2C)cc1 | 15.2 | 2.8 | -0.6 | 48 | 4.0% | -10.0% | -0.9% | -0.4% | i | 1.3 | 1.6% | -3.4%
O=C(O)C1CCN(S(=O)(=O)N2CCOCC2)CC1 | 1.6 | -28.8 | 1.1 | 61 | 3.1% | -8.0% | 0.5% | 4.7% | i | -10.2 | -1.8% | -0.8%
Cc1nc(SCn2nnc3ccccc3c2=O)nc(C)c1C | -8.8 | -2.5 | 0.2 | 69 | -0.3% | -12.0% | 3.9% | -2.3% | i | -64.1 | -8.0% | -0.8%
COc1ccc(CCNS(=O)(=O)c2cccc(S(=O)(=O)N3CCCC3)c2)cc1OC | 13.3 | -0.9 | · | · | -0.1% | -2.8% | · | -1.2% | i | 11.2 | -6.0% | -2.8%
COc1cc(/C=C(\NC(=O)c2ccccc2)C(=O)Nc2nccs2)ccc1OC(C)=O | · | · | -0.5 | 91 | 0.3% | 0.1% | 0.9% | 7.1% | · | · | -5.4% | 0.7%
NNC(=S)Nc1ccc(OC(F)(F)F)cc1 | · | · | 0.8 | 43 | 0.6% | -9.4% | · | -35.8% | · | · | -6.6% | -5.5%
Cc1nc2ccccc2nc(C)c1=NOCc1ccc(C#N)cc1 | -17.6 | -2.5 | 0.5 | 41 | 0.3% | -1.4% | 3.2% | 5.3% | i | 3.1 | -4.9% | -3.6%
Cc1nc2sc(C(c3ccc(Cl)cc3)N3CC(C)OC(C)C3)c(O)n2n1 (stereo not given) | 5.5 | 21.9 | -0.7 | 51 | 1.1% | -3.8% | 0.8% | 2.7% | i | 1.4 | 2.9% | -3.1%
Cc1ccc(-c2nc(CS(=O)(=O)CC(=O)NC3CC3)c(C)o2)cc1 | · | · | -0.8 | 64 | 0.1% | -12.5% | 0.6% | 1.3% | · | · | 14.5% | -6.8%
COC(=O)c1cc(C#N)c(Oc2ccc(F)cc2)nc1C | 16.7 | -0.5 | 1.2 | 70 | 0.4% | -6.0% | 1.4% | -5.3% | i | -2.2 | -8.9% | 2.7%
CC#CC(=O)N1CCC(Oc2cccc(C(=O)NCc3ccccn3)c2)CC1 | · | · | 1.0 | 55 | 0.8%[50 µM] | 1.4% | 0.9% | 13.3% | · | · | 9.0% | -11.0%
COc1ccc(C(=S)N2CCOCC2)cc1OC(=O)c1ccc(C)cc1 | · | · | -0.3 | 39 | 0.4% | -0.3% | 1.1% | -2.6% | · | · | -17.1% | -3.3%
CC1CCCCN1C(=S)NC(=O)c1cccs1 (stereo not given) | · | · | -1.4 | 72 | 2.9%[50 µM] | -5.0% | -1.5% | -22.2% | · | · | 8.2% | -1.2%
O=S(=O)(c1cnc[nH]1)N1CCc2ccccc21 | 1.5 | -3.6 | -3.9 | 71 | 1.9% | -2.2% | 4.9% | -8.9% | i | -6.0 | 8.2% | 4.8%
CCN1CCN(C(=O)c2cc3ccc(OC)cc3[nH]2)CC1 | · | · | -0.6 | 86 | 0.1% | -10.9% | -0.9% | ? | · | · | 8.9% | -9.4%
Clc1cccc(CSc2ccc(-c3cccnc3)nn2)c1 | 13.3 | 5.0 | 1.7 | 45 | 1.6% | -4.1% | 19.3% | 11.4% | i | -2.0 | -12.3% | -11.6%
CC1CN(C(=O)c2cc3cc(F)ccc3[nH]2)CC(C)O1 (stereo not given) | · | · | 0.1 | 84 | 1.5%[50 µM] | -7.5% | 3.9% | 4.6% | · | · | 11.1% | -1.0%
Cc1[nH]c2ccccc2c1-c1nc(-c2ccc(Cl)cc2)nnc1-c1ccccc1 | 3.1 | 15.7 | 0.6 | 62 | · | -9.9% | 0.3% | 30.1% | i | 15.3 | -2.0% | ·
CC1CCN(CCC(=O)Nc2ccc3c(c2)OCCO3)CC1 | -4.3 | 10.4 | -2.2 | 63 | · | -6.4% | -1.6% | 1.7% | i | 1.1 | -3.8% | ·
CCCS(=O)(=O)N1CCN=C1SCc1ccc(F)cc1 | · | · | 1.4 | 49 | 0.3% | -10.9% | -0.2% | 11.4% | · | · | 10.1% | -4.4%
C/C(=N\OCC(=O)OCC(=O)N(Cc1ccccc1)C(C)(C)C)c1ccc2c(c1)OCO2 | · | · | -1.0 | 46 | 0.3%[50 µM] | · | -0.9% | · | · | · | · | -8.0%
COC(=O)c1ccc2nc(NC(=O)C(C)C)sc2c1 | -7.5 | -19.2 | 3.1 | 93 | 0.2% | -5.8% | 3.4% | -4.7% | i | 19.8 | 3.4% | 5.4%
NCCCC[C@@H](C(=O)NCCCCCCCCCCC(=O)N1CCNCC1)n1cc(CCCC(=O)O)nn1 | · | · | -0.8 | 55 | 4.1% | · | -1.6% | · | · | · | · | -0.8%
CCCc1ccc(C(=O)O/N=C(\N)c2ccccn2)cc1 | · | · | 2.4 | 55 | 1.2% | -12.3% | 4.0% | -0.1% | · | · | -4.3% | 3.5%
